H69AR growth 86K: blocks growth of human H69AR lung tumor cells | 6% of 85,000 active | viability, % at 10 µM | H69AR lung tumor viability, ATP luminescence, 72 h; hits give low values;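 active means viability at or below 40%; inactive means viability above 40%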;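 further: multidrug resistant small cell line overexpressing MRP-1 efflux transporter; 100% = mean luminescence of untreated control wells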
Calb biofilm kill: kills Candida albicans biofilms; C. albicans biofilm + clotrimazole, Alamar Blue; inhibition, % at 6 µM; 0.14% of 85,000 active;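 active means inhibition above 20%; inactive means inhibition below 20%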;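 further: preformed 24 hr biofilms exposed to compound for 48 hr; 0% = biofilm without compound and 100% = blank killed by clotrimazole plus chlorhexidine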
sEH activator: soluble epoxide hydrolase (human) activation; purified human sEH enzymatic activity, activator screen; activation, % at 2 µM; 0.04% of 91,000 active; AID 717; in the data active means activation above about 37%; further: values of inactives mirror those of a sister screen read the other way
ERa SRC1 pot: enhances coactivator binding to human estrogen receptor alpha; P03372; TR-FRET ERalpha-LBD/SRC-Cy5 coactivator binding, 2 h; 100 = basal binding, no effect; coactivator binding (% of control), % at 25.6 µM; 1.3% of 86,000 active; in the data active means activity above about 200%;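 further: binding measured in presence of low estradiol as agonist stimulus; 0% = peptide alone without receptor and 100% = receptor with peptide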
Lung fibro prol: blocks proliferation of human lung fibroblasts. viability, % at 10 µM. LL 47 human lung fibroblast viability, ATP luminescence; hits give low values. 1.1% of 85,000 active;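 active means viability at or below 50% in the single dose screen; inactive means viability above 50%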;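 further: compound exposure lasted 72 h before the ATP readout; 100% = median luminescence of untreated cell-only wells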
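Test system: LL 47 human lung fibroblasts; Quantity: 1,150 cells/well; Buffer or medium: IMEM plus 15% FBS; Dosing: tenfold compound dosing solution, DMSO at 0.1%; Timing: overnight cell rest, 72 h compound treatment at 37 °C; Detection: ATP-based CellTiter-Glo luminescent readout; Read-out basis: viability percentage against median untreated-cell control; Controls: cell-only wells, no compound.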
ERa coact inh: blocks coactivator binding to human estrogen receptor alpha. TR-FRET ER-alpha LBD / SRC-1 peptide, estradiol-bound. inhibition, % at 25.6 µM. 1.7% of 86,000 active. AID 629; in the data active means inhibition above about 50%;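 further: 0% = receptor plus peptide control and 100% = peptide only without receptor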
HUVEC prolif 384: human endothelial cell proliferation inhibition; HUVEC proliferation, CellTiter-Glo luminescence, 72 h; hits give low values; viability, % at 10 µM (by protocol); AID 648; 1.1% of 86,000 active;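 active means viability at or below 30%; inactive means viability above 30%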;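 further: 100% = median luminescence of DMSO-only cell control wells on each plate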
ERb SRC1 inh: ER-beta (human) coactivator binding inhibition; Q92731; TR-FRET ER-beta LBD / SRC1-Cy5 peptide binding; receptor agonist-loaded with 1 µM estradiol; inhibition, % at 25.6 µM; 1.3% of 86,000 active; AID 633;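 active means compounds whose percent inhibition of the receptor-coactivator binding signal exceeds about 50% in the single-dose screen, limit read from the data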;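 further: 0% = receptor plus peptide wells without compound and 100% = peptide-only wells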
Target sequence (Q92731 whole entry, looked up, the tested form may be a part): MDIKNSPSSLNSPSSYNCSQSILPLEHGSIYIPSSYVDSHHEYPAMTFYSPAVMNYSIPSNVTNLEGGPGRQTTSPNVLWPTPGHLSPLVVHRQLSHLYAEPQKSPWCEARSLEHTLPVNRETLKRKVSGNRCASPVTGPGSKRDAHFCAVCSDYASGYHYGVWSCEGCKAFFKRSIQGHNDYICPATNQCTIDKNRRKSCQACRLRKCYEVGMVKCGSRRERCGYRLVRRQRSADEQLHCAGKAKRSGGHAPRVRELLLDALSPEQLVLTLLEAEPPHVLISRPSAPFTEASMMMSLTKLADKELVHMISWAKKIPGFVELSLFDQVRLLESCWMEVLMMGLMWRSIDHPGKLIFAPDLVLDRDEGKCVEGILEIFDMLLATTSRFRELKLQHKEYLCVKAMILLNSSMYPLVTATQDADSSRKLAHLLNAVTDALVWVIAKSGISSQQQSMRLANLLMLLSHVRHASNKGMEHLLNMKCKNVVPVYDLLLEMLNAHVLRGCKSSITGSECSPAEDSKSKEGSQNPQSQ
Smad3 FoxH1 inh: inhibitors of human Smad3 transcription factor binding; inhibition, % at 25 µM; 0.29% of 88,000 active; TR-FRET Smad3/Dy647-FoxH1 peptide binding, europium anti-His; P84022;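 active means compounds that reduce the energy-transfer binding signal between the protein and its labelled peptide by more than half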;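 further: 0% = Smad3 plus labelled peptide maximal FRET and 100% = peptide-only background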
Target sequence (P84022 whole entry, looked up): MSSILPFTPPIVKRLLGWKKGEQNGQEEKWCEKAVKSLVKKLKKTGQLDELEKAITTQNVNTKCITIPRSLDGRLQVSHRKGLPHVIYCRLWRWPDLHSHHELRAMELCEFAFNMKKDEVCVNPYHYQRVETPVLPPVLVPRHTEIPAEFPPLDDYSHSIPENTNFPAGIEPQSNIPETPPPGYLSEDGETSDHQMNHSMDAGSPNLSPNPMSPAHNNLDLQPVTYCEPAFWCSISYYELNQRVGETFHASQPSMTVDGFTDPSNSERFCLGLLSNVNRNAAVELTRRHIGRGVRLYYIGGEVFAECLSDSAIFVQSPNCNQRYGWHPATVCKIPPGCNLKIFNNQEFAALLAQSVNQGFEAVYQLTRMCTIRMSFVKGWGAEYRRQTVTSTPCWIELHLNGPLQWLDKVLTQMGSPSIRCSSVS
Active calls of the source: *; / = not tested or not shown; [ ] = another dose, or the depositor's remark. A portion of the library; count on the stated rates, not on these rows.

Codes – A = H69AR growth 86K; B = Calb biofilm kill; C = sEH activator; D = ERa SRC1 pot; E = Lung fibro prol; F = ERa coact inh; G = HUVEC prolif 384; H = ERb SRC1 inh; I = Smad3 FoxH1 inh
> COc1ccc(-c2nc(CS(=O)CC(=O)N3CCCC3)c(C)o2)cc1 (stereo not drawn)
  A: 95	B: -4	C: /	D: 115[fluorescence artefact?]	E: 95	F: 35[fluorescence artefact?]	G: 93	H: -1	I: -6
> CCOC(=O)CSC1=Nc2ccccc2C2=NC(CC(=O)NCc3ccccc3)C(=O)N12 (stereo not drawn)
  A: 97	B: 5	C: -4	D: 99[fluorescence artefact?]	E: 95	F: 7	G: 80	H: -28	I: 6
> O=C(Nc1ccc(NC(=O)C2CC2)cn1)c1ccccc1Cl
  A: 91	B: 10	C: 7	D: 89	E: 104	F: -2	G: 98	H: 8	I: 11[fluorescence artefact?]
> COC(=O)c1sccc1NC(=O)CSc1nnnn1-c1ccccc1C
  A: 68	B: 27*	C: -18	D: 183[fluorescence artefact?]	E: 109	F: -9[fluorescence artefact?]	G: 87	H: -8[fluorescence artefact?]	I: 0[fluorescence artefact?]
> CCCS(=O)(=O)c1nc(S(=O)(=O)c2ccc(C)cc2)c(NCCCN2CCOCC2)s1
  A: 89	B: 1	C: -15	D: 119	E: 102	F: 2	G: 94	H: 3[fluorescence artefact?]	I: 0
> COc1cccc(NC(=O)Cn2nnc(-c3ccccc3N)n2)c1
  A: 90	B: 6	C: /	D: 100	E: 99	F: -10	G: 91	H: -9	I: 2
> CN1CCN(S(=O)(=O)c2ccc(NC(=O)C(C)(C)C)cc2)CC1
  A: /	B: /	C: 0	D: 104[fluorescence artefact?]	E: /	F: 5	G: /	H: 1[fluorescence artefact?]	I: 0
> CCOc1ccccc1-n1c(SCC(=O)NC(C)CC)nnc1-c1ccoc1C (stereo not drawn)
  A: 77	B: 3	C: -1	D: 98	E: 97	F: 1[fluorescence artefact?]	G: 88	H: -6	I: 3
> COc1ccc(-c2nnc(SCC(=O)Nc3cccc(Cl)c3)o2)cc1
  A: 88	B: -2	C: 11	D: 119[fluorescence artefact?]	E: 107	F: 10	G: 110	H: 8[fluorescence artefact?]	I: -12
> N#CC1C(=O)NC(N2CCN(c3ccccc3)CC2)=NC12CCCCC2 (stereo not drawn)
  A: 95	B: 1	C: 12	D: 125	E: 96	F: 6[fluorescence artefact?]	G: 90	H: -8[fluorescence artefact?]	I: 9
> COc1cc(C2NC(=O)NC(C)=C2C(=O)OC(C)(C)C)ccc1OCC(=O)O (stereo not drawn)
  A: 93	B: 6	C: -9	D: 103[fluorescence artefact?]	E: 100	F: -4	G: 93	H: -6	I: 19[fluorescence artefact?]
> CCn1nnc(NC(=O)c2cc3ccccc3o2)n1
  A: 97	B: 4	C: -12	D: 109	E: 102	F: 0	G: 106	H: -8	I: 0
> COC(=O)c1ccc(OC(=O)c2ccco2)cc1
  A: 102	B: 6	C: -2	D: 111	E: 98	F: -18	G: 102	H: -22	I: 16
> COc1ccc(N(CC(=O)NC2CCCC2)C(=O)c2csnn2)cc1
  A: 81	B: 3	C: -2	D: 110	E: 103	F: 0	G: 110	H: -7	I: -2[fluorescence artefact?]
> COc1ccccc1OCCn1c(C(C)O)nc2ccccc21 (stereo not drawn)
  A: 96	B: 3	C: -2	D: 123	E: 97	F: 6[fluorescence artefact?]	G: 91	H: -5[fluorescence artefact?]	I: 3
> Clc1ccc(CSc2nnc(-c3ccncc3)o2)cc1
  A: 58	B: 6	C: 0	D: 104	E: 100	F: -10	G: 82	H: -18[fluorescence artefact?]	I: 15
> CCOc1ccc(-c2nnc3sc(-c4ccccc4OC)nn23)cc1
  A: 94	B: -4	C: 14	D: 941*[fluorescence artefact?]	E: 100	F: -27[fluorescence artefact?]	G: 107	H: 4	I: -12
> Cc1cc(C)n(CC(=O)n2c3ccccc3c3ccccc32)n1
  A: 85	B: 9	C: /	D: 115	E: 52	F: -17	G: 77	H: -16[fluorescence artefact?]	I: 4
> CC1CCCCN1c1nc2nonc2nc1N1CCCCC1C (stereo not drawn)
  A: 81	B: 5	C: 8	D: 113	E: 89	F: -2	G: 117	H: -2	I: -1
> CCCCNC(=O)c1ccc(CS(=O)(=O)c2ccc(OC)cc2)o1
  A: 96	B: -4	C: 8	D: 110	E: 98	F: 2	G: 97	H: -10	I: -1
> O=C(CCc1nc2ccccc2[nH]1)Nc1ccccc1
  A: 96	B: -1	C: /	D: 106	E: 107	F: 7	G: 99	H: 2[fluorescence artefact?]	I: 0
> CCCCSc1nnc([C@@H]2CCCN2C(=O)OC(C)(C)C)o1
  A: 94	B: 4	C: -10	D: 93	E: 96	F: 3[fluorescence artefact?]	G: 99	H: 5	I: -21
> O=C(O)CCC(=O)Nc1ccc(OCC(=O)O)cc1
  A: 91	B: 2	C: -4	D: 104[fluorescence artefact?]	E: 93	F: -5	G: 102	H: 2	I: 3
> Cc1ccc(C(=O)CC2(O)C(=O)Nc3ccccc32)s1 (stereo not drawn)
  A: 93	B: -2	C: -16	D: 89	E: 103	F: 0	G: 97	H: -1	I: -3
> O=C1c2ccccc2NC2CCCCC12 (stereo not drawn)
  A: 89	B: 4	C: 1	D: 117	E: 94	F: 4	G: 104	H: -4[fluorescence artefact?]	I: 10

Part of the list above, with tabs.
mol	H69AR growth 86K	Calb biofilm kill	sEH activator	ERa SRC1 pot	Lung fibro prol	ERa coact inh	HUVEC prolif 384	ERb SRC1 inh	Smad3 FoxH1 inh
O=C(CCc1nc2ccccc2[nH]1)Nc1ccccc1	96	-1	/	106	107	7	99	2[fluorescence artefact?]	0
CCCCSc1nnc([C@@H]2CCCN2C(=O)OC(C)(C)C)o1	94	4	-10	93	96	3[fluorescence artefact?]	99	5	-21
O=C(O)CCC(=O)Nc1ccc(OCC(=O)O)cc1	91	2	-4	104[fluorescence artefact?]	93	-5	102	2	3

Next entries
Codes – A = H69AR growth 86K; B = Calb biofilm kill; C = sEH activator; D = ERa SRC1 pot; E = Lung fibro prol; F = ERa coact inh; G = HUVEC prolif 384; H = ERb SRC1 inh; I = Smad3 FoxH1 inh
> O=C(Cn1c(-c2ccccc2)noc1=O)Nc1ccc(N2CCCCCC2)cc1
  A: 97	B: 0	C: 0	D: 91[fluorescence artefact?]	E: 99	F: -10	G: 89	H: -7	I: 19
> Cc1cc(NC(=O)c2cccc(S(=O)(=O)N3CCOCC3)c2)c2ccccc2n1
  A: 101	B: 8	C: /	D: 96	E: 105	F: 20	G: 105	H: 31[fluorescence artefact?]	I: -1
> COc1ccc2cc(CCNC(=O)c3ccc(Br)o3)c(=O)[nH]c2c1
  A: 80	B: 2	C: /	D: 112	E: 94	F: 3	G: 97	H: -4	I: 1
> CN(c1nnc(N)s1)C1CCCCC1
  A: 103	B: 4	C: /	D: 93	E: 96	F: -2	G: 99	H: 2	I: 1
> O=C(Nc1nccs1)c1cccc(S(=O)(=O)N2CCCCC2)c1
  A: 46	B: 8	C: -10	D: 102	E: 97	F: -15	G: 105	H: -18	I: 16
> O=C(CSc1ccc2nnc(-c3ccccc3)n2n1)NCc1ccc2c(c1)OCO2
  A: 76	B: 11	C: -8	D: 106[fluorescence artefact?]	E: 93	F: 5[fluorescence artefact?]	G: 86	H: -2[fluorescence artefact?]	I: -6
> CCOc1ccc(S(=O)(=O)Nc2ccccc2C(=O)Nc2ccccc2N2CCOCC2)cc1
  A: 94	B: 4	C: -17	D: 121	E: 102	F: -8	G: 86	H: -5	I: 2
> CCSCCOC(=O)C1=C(C)N(C)C(=O)NC1c1cc(OC)ccc1OC (stereo not drawn)
  A: 94	B: 4	C: /	D: 96	E: 102	F: 7	G: 108	H: 6	I: 5
> NC(=O)N1c2ccccc2C=Cc2ccccc21
  A: 103	B: 11	C: /	D: 101	E: 92	F: -4	G: 95	H: -4	I: 4
> Cc1cc(C(=O)CSc2nnnn2C)c(C)n1CCc1ccc(Cl)cc1
  A: 66	B: 4	C: -2	D: 117	E: 73	F: 34	G: 71	H: 38	I: 2[fluorescence artefact?]
> CN(C(=O)c1ccccc1)c1nc2ccccc2s1
  A: 81	B: 8	C: -8	D: 104	E: 103	F: 1	G: 108	H: -2	I: 10
> Nc1nonc1-c1nc2ccccc2n1CC(=O)NC1CCCC1
  A: 87	B: -1	C: /	D: 91	E: 99	F: -2[fluorescence artefact?]	G: 96	H: -5[fluorescence artefact?]	I: -3
> Cc1n[nH]c(C)c1S(=O)(=O)N1CCCC(C(=O)NCc2ccccc2Cl)C1 (stereo not drawn)
  A: 84	B: 5	C: /	D: /	E: 90	F: /	G: 83	H: /	I: /
> Cc1ccc(C2NS(=O)(=O)N=C2N)cc1 (stereo not drawn)
  A: 103	B: 3	C: -3	D: 100	E: 103	F: 1[fluorescence artefact?]	G: 102	H: -4[fluorescence artefact?]	I: 0
> COc1ccc(C(C#N)N2CCCCC2)cc1OC (stereo not drawn)
  A: 97	B: 3	C: 9	D: 92	E: 102	F: 1	G: 95	H: -2	I: -5
> CCOC(=O)c1cnc(SCC(=O)Nc2ccccc2C(=O)OC)nc1N
  A: 87	B: 5	C: 6	D: 107[fluorescence artefact?]	E: 89	F: 3	G: 92	H: -3[fluorescence artefact?]	I: 1
> CCCCN(CCCC)CCn1cnc2c([nH]c3ccc(OC)cc32)c1=O
  A: 80	B: -2	C: 0	D: 109	E: 91	F: -4	G: 107	H: -3	I: 4
> CC(=O)OC(C(=O)Nc1ccccc1)C(C)S(=O)(=O)c1ccccc1 (stereo not drawn)
  A: 82	B: /	C: 6	D: 124	E: 93	F: 7	G: 107	H: 6	I: -7
> COC(=O)c1ccccc1NC(=O)c1sc(N)nc1C
  A: 95	B: -2	C: /	D: 103	E: 97	F: 10	G: 87	H: 4	I: 3
> CCN(CC)CCN1C(=O)C(=O)/C(=C(/O)c2ccncc2)C1c1ccccc1F (stereo not drawn)
  A: 84	B: 5	C: -1	D: 103	E: 89	F: -17	G: 96	H: -19	I: -1
> O=C(NCCN1CCCCCC1)c1ccc(N2CCCC2=O)cc1
  A: 94	B: 3	C: -9	D: 155[fluorescence artefact?]	E: 105	F: 55*[fluorescence artefact?]	G: 97	H: 22	I: -3
> CCc1ccc(NC(=O)c2noc3c2CCCCC3)cc1
  A: 99	B: -1	C: /	D: 118[fluorescence artefact?]	E: 97	F: 13	G: 98	H: 6[fluorescence artefact?]	I: -19
> O=C(CN1CCN(c2ncccn2)CC1)N1CCCc2c1c(=O)oc1ccc(O)cc21
  A: 59	B: 3	C: 11	D: 92	E: 92	F: -45	G: 92	H: 1	I: 3
> O=C(CSc1nc2ccccc2c(=O)n1NC(=O)c1ccccc1)c1ccc(Cl)cc1
  A: 89	B: -2	C: 4	D: 120	E: 105	F: 7	G: 83	H: 8	I: -11
> O=C1C2C3C=CC(C3)C2C(=O)N1Cc1ccc(CN2C(=O)C3C4C=CC(C4)C3C2=O)cc1 (stereo not drawn)
  A: 99	B: 3	C: 2	D: 112	E: 107	F: 0	G: 99	H: -27	I: 0

Compound activity from PubChem.
